Prostate diff: activators of LNCaP prostate cell differentiation; flow cytometry side scatter, 4 d; side scatter shift, % at 10 µM; 0.56% of 24,000 active;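 active = side scatter shift above 30%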;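 also: androgen-responsive LNCaP prostate cancer cells in charcoal-stripped serum medium; percent of cells past a gate set so DMSO wells show 10% shift; higher shift means more granular cells and more differentiation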
VLA-4 antagonist: inhibition of LDV-FITC ligand binding to human VLA-4 integrin; P13612; Jurkat cells, LDV-FITC binding with Mn2+, flow cytometry; 100% = Mn2+-driven binding gain fully reversed; inhibition, % at 10 µM (by protocol); 0.2% of 24,000 active; AID 529;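 active = inhibition above 50%; inconclusive = compound itself fluorescent, judged against control cell fluorescence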;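 also: 0% = Mn2+ stimulated cells lacking compound and 100% = ligand binding without Mn2+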
Target sequence (P13612 whole entry, looked up): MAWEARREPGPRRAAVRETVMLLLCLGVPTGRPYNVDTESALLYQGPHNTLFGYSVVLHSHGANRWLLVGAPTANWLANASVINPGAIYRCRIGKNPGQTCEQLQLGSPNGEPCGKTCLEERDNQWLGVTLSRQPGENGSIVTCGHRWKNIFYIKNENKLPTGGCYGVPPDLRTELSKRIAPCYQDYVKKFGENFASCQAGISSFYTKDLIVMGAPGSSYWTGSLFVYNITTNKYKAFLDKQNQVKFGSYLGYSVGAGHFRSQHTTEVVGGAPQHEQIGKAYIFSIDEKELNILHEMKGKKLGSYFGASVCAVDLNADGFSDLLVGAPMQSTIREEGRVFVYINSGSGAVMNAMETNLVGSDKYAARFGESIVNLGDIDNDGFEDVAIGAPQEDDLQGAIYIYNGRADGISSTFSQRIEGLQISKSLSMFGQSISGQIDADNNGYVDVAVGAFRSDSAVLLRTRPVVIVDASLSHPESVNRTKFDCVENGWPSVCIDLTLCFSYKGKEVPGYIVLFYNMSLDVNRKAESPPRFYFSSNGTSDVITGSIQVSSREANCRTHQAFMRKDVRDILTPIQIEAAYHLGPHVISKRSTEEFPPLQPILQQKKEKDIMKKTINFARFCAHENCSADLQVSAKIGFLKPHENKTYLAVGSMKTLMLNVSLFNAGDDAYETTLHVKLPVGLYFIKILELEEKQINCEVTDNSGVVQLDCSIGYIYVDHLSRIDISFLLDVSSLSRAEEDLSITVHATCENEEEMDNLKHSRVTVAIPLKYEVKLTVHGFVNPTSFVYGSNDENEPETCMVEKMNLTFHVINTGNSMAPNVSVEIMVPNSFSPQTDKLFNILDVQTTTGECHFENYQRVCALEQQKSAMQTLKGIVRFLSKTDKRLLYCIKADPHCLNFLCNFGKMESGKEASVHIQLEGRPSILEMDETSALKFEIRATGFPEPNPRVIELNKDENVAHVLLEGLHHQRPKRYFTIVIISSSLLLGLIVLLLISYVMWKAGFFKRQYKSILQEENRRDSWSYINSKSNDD
VLA-4 agonist: allosterically activates the human VLA-4 integrin; activation, % at 10 µM (by protocol); 24,000 tested, under 10 active; Jurkat cells, LDV-FITC binding, flow cytometry;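 active = fluorescent ligand binding to cells raised by more than 40% of the manganese-induced maximum; inconclusive = compound's own fluorescence above 85% of the ligand control signal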;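 also: 0% = ligand binding without compound and 100% = manganese-stimulated maximal binding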
Autofluor Jurkat: counter-screen for VLA-4 integrin: compound autofluorescence in Jurkat cells; flow cytometry; hits give high values; 1 = vehicle-only cell background; fluorescence ratio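 (tested at 10 µM compound in the well)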; 0.61% of 24,000 active;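 active = fluorescence ratio above 2.44, which is 1 plus 3 SD of all ratios; inconclusive = signal too bright to measure linearly, ratio around 10 or more; inactive = fluorescence ratio below 2.44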;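 also: green fluorescence of cells measured with 488 nm excitation and 530 nm emission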
Active calls of the source: *; ? = inconclusive. Only part of the results is shown; rates above refer to the full screens.

SMILES | Prostate diff | VLA-4 antagonist | VLA-4 agonist | Autofluor Jurkat
CCC(Sc1ncccc1C(=O)O)C(=O)N1CCOCC1 (stereo not drawn) | 7 | -30 | 5 | 1
N#CCCN1CCN(S(=O)(=O)c2ccc(S(=O)(=O)NC3CC3)cc2)CC1 | 12 | -16 | 1 | 1.1
O=C(CCn1c(=S)[nH]c2ccccc2c1=O)N1CCN(c2ccccn2)CC1 | 5 | -26 | 3 | 1.2
COc1cccc(OC)c1C(=O)N1CCN=C1SCc1cccnc1 | 11 | ? | ? | 1.1
COC(=O)c1ccc(NC(=O)C2CCCN(S(=O)(=O)c3cnc[nH]3)C2)cc1 (stereo not drawn) | 4 | 5 | -1 | 1.1
Cc1ccc(CN2C(=O)CCC2C(=O)NCCCN2CCCC(C)C2)cc1 (stereo not drawn) | 8 | 6 | 1 | 1
COc1ccc(Cc2nn3c(-c4cc(OC)c(OC)c(OC)c4)nnc3s2)cc1 | 15 | 8 | 0 | 1.1
CC(=O)NCc1ccc(C(=O)CSc2nnc(-c3ccncc3)n2Cc2ccccc2)o1 | 8 | -8 | 4 | 1.1
N#CCCN1CCN(Cc2cc(-c3ccccc3)ccc2O)CC1 | 7 | 0 | 8 | 0.93
CCOC(=O)c1c(C)c(C(=O)N2CCc3ccccc3C2)c(C)n1CC | 26 | -6 | 6 | 1.1
CC(=O)NC(CCS(C)(=O)=O)C(=O)Nc1cccc(C)c1 (stereo not drawn) | 4 | 0 | -1 | 1
CCOC(=O)C(CC)n1nc(C)n2c(cc3sccc32)c1=O (stereo not drawn) | 4 | -11 | 4 | 0.94
CN(C)CCCNC(=O)CCC1CCCCC1 | 20 | -14 | 0 | 1
CCOC(=O)N1CCN(C(c2ccccc2)c2sc3nc(C)nn3c2O)CC1 (stereo not drawn) | 13 | -12 | -2 | 0.98
CCOC(=O)c1sc2ncnc(N3CCN(c4ccc(OC)cc4)CC3)c2c1C | 35* | 9 | -6 | 1.1
Cc1cc(N2CCN(C)CC2)nc(N2CCOCC2)n1 | 4 | -16 | 4 | 1.1
Cc1cnc(N)c2c(=O)oc3ccccc3c12 | 3 | -11 | -3 | 1.1
O=C(NCCCc1ccccc1)c1cnc2n(c1=O)CCS2 | 6 | 7 | -9 | 1.1
CC(C)OC(=O)CCCCCN1C(=O)CSC1=S | 19 | -8 | 8 | 1.1
CN(C)C(=O)N1CCCC(C(=O)NCc2cccs2)C1 (stereo not drawn) | 6 | 0 | 3 | 0.96
Cc1cccc(N2CCN(c3nc4ccccc4n4cnnc34)CC2)c1C | 4 | -10 | 12 | 1
COc1ccc(N(CC(=O)NC2CCCCCCC2)S(=O)(=O)c2c(C)nn(C)c2C)cc1 | 16 | 14 | -1 | 1
CCOC(=O)N1CCN(C(=O)C2CCN(S(=O)(=O)CC)CC2)CC1 | 9 | 0 | -1 | 1
COc1cc(C(=O)N2CCN(C(=O)c3ccccc3)CC2)cc(OC)c1OC | 3 | 9 | 2 | 0.98
O=C(CN1CCN(CC(=O)Nc2ccccc2C(F)(F)F)CC1)Nc1ccccc1F | 0 | 9 | -2 | 0.95
Cc1ccccc1-c1noc(-c2cccs2)n1 | 10 | -17 | -13 | 1.1
CCOC(=O)N1CCC(Nc2cc(C)nc3c(-c4ccccc4OC)c(C)nn23)CC1 | 8 | -3 | 2 | 1
O=C(c1ccc2c(c1)OCO2)N1CCN=C1SCc1ccccc1 | 2 | 5 | -8 | 1.1
O=C(NCc1ccc2c(c1)OCO2)c1cnc2ccccn2c1=O | 9 | -5 | -1 | 1.2
N#CC1=C(N)SC(N)=C(C#N)C1c1ccc(C(F)(F)F)cc1 | 2 | -54 | 12 | 1.2

Reformatted: entries from further up
The line under a structure holds: Prostate diff, VLA-4 antagonist, VLA-4 agonist, Autofluor Jurkat
- CCOC(=O)N1CCC(Nc2cc(C)nc3c(-c4ccccc4OC)c(C)nn23)CC1
  8, -3, 2, 1
- O=C(c1ccc2c(c1)OCO2)N1CCN=C1SCc1ccccc1
  2, 5, -8, 1.1
- O=C(NCc1ccc2c(c1)OCO2)c1cnc2ccccn2c1=O
  9, -5, -1, 1.2
- N#CC1=C(N)SC(N)=C(C#N)C1c1ccc(C(F)(F)F)cc1
  2, -54, 12, 1.2

Further compounds:
SMILES | Prostate diff | VLA-4 antagonist | VLA-4 agonist | Autofluor Jurkat
COc1ccc(N2CCN(C(=O)CCS(=O)(=O)c3cccc4nsnc34)CC2)cc1 | 4 | -5 | 1 | 1.1
CC(C)CCn1c(NCCc2ccccc2)nc2c1c(=O)n(C)c(=O)n2C | 5 | -4 | -4 | 1
Cc1cccc2cc(CN(Cc3nnnn3Cc3ccco3)C3CCCC3)c3nnnn3c12 | 6 | 15 | -24 | 1.1
COc1ccccc1OCc1ccc(C(=O)N2CCN3CCCC3C2)cc1 (stereo not drawn) | 4 | -16 | 7 | 0.91
COc1ccc(-c2cc(C(F)F)n3ncc(C(=O)NCCCN4CCCC4=O)c3n2)cc1 | 10 | ? | ? | 1.2
COc1cc(NC(=O)C2CCCN(S(=O)(=O)c3cccc4nsnc34)C2)cc(OC)c1 (stereo not drawn) | 6 | ? | ? | 1.4
Cc1ccc2cc(C#N)c(NCCCNC(=O)C3CCCO3)nc2c1 (stereo not drawn) | 17 | 6 | 0 | 1.1
CCOc1ccc(NC(=O)N(CCN(C)C)C(C)c2ccncc2)cc1 (stereo not drawn) | 5 | 0 | -1 | 1.1
CCCOc1nc(N)c(C#N)c(-c2ccccc2F)c1C#N | 15 | 2 | 2 | 1.2
CCN(CC)CCNC(=O)C1CCN(S(=O)(=O)N2CCCCC2)CC1 | 8 | -17 | 2 | 0.98
Cc1nc2ccccc2c(=O)n1/N=C/c1ccncc1 | 5 | 0 | -4 | 1.1
FC(F)(F)c1cccc(N2Cc3ccccc3C2)c1 | 10 | 3 | 3 | 1
COc1ccccc1OCC(=O)N(Cc1nc(-c2ccc(Cl)cc2)no1)C(C)C | 13 | 18 | 0 | 1
C=C(C)Cn1c(CCNC(=O)CC)nc2ccccc21 | 7 | -16 | 5 | 1
Cc1ccc(C)c(C(C)NC(=O)C2C3CCC(O3)C2C(=O)O)c1 (stereo not drawn) | 8 | -9 | 5 | 1
Cc1onc(-c2ccccc2)c1C(=O)N1CCN(C/C=C/c2ccccc2)CC1 | 5 | -1 | -9 | 1.1
CCOC(=O)c1oc2ccccc2c1NC(=O)c1cccc(OC)c1OC | 19 | -4 | 4 | 1
O=S(=O)(c1ccc(OCC(O)CN2CCc3ccccc3C2)cc1)N1CCOCC1 (stereo not drawn) | 14 | 2 | 0 | 1
COc1cc(-c2nc3cnccn3c2Nc2ccccc2)ccc1O | 7 | 16 | 2 | 1.1
Cc1sc(NC(=O)CSc2nnc(COc3ccccc3)n2C)c(C#N)c1C | 8 | ? | ? | 1.5
NS(=O)(=O)c1ccc(CCNC(=O)NC2(C(F)(F)F)Oc3ccccc3O2)cc1 | 12 | 0 | 2 | 1.1
Cc1ccc(S(=O)(=O)N(CC(=O)NCc2ccco2)Cc2ccccc2F)cc1 | 15 | -9 | 1 | 1.1
O=C(Nc1ccccc1O)c1ccc(Cl)cc1 | 7 | 23 | -7 | 1.1
COc1ccc(-n2nc3c(c2NC(=O)c2cc4ccccc4oc2=O)CS(=O)(=O)C3)cc1 | 11 | 12 | -7 | 1.1
O=C(Cn1c(=O)n(CC2CCCO2)c(=O)c2ccccc21)c1ccccc1 (stereo not drawn) | 7 | -12 | 2 | 0.96
Cc1ccc(-c2nn(-c3ccccc3)cc2CN(Cc2ccccc2)C(=O)CCC(=O)O)o1 | 6 | -24 | 7 | 1.1
CCOC(=O)C1=C(c2ccccc2)N(C)C(=O)NC1c1ccc(O)c(OC)c1 (stereo not drawn) | 10 | -13 | 1 | 0.99
Cc1nc(SCC(=O)c2c[nH]c3ccccc23)n[nH]1 | 9 | ? | ? | 3.4*
COC(=O)c1ccc(CSc2nnc(-c3ccncc3)o2)o1 | 6 | 5 | -8 | 0.99
CCCS(=O)(=O)N1CCC(C(=O)NCCCOCC)CC1 | 8 | -20 | 1 | 1.1
CCc1nnc(NC(=O)CSc2nnc(-c3c[nH]c4ccccc34)n2CC)s1 | 11 | 8 | -1 | 1.2
CCOc1ccc(CC(=O)N2CCN(c3ccc(N4CCOCC4)nn3)CC2)cc1OCC | 7 | -3 | 1 | 1
COc1cccc(N2CCN(Cc3nc(N)nc(Nc4ccccc4OC)n3)CC2)c1 | 12 | -8 | 2 | 1.1
CCN(CC)CCCNC(=O)c1nn(-c2ccccc2OC)c(=O)c2ccccc12 | 1 | 1 | -1 | 1
COCCCNC(=O)Cn1nc(-c2ccc(C)cc2)ccc1=O | 5 | -1 | -10 | 1.1
O=C(C1CCCN1S(=O)(=O)c1cccc2cccnc12)N1CCc2ccccc2C1 (stereo not drawn) | 4 | 9 | 1 | 1.1
COC(=O)CC1Oc2ccc(C)cc2NC1=O (stereo not drawn) | 3 | -2 | 6 | 1.1
CCOc1ccccc1NC(=O)CSc1nnc(Cn2c(=O)sc3ccccc32)n1C | 5 | ? | ? | 1.1
COc1cccc(N2CCN(S(=O)(=O)c3ccc4nc(-c5ccccc5)[nH]c4c3)CC2)c1 | 10 | 26 | -12 | 1.1
NC(=O)C1(N2CCCCC2)CCN(S(=O)(=O)c2cc(Cl)ccc2Cl)CC1 | 12 | -8 | 3 | 0.95

Single records (already shown).
NC(=O)C1(N2CCCCC2)CCN(S(=O)(=O)c2cc(Cl)ccc2Cl)CC1 is listed with Prostate diff: 12; VLA-4 antagonist: -8; VLA-4 agonist: 3; Autofluor Jurkat: 0.95
COC(=O)CC1Oc2ccc(C)cc2NC1=O (stereo not drawn) is listed with Prostate diff: 3; VLA-4 antagonist: -2; VLA-4 agonist: 6; Autofluor Jurkat: 1.1
COCCCNC(=O)Cn1nc(-c2ccc(C)cc2)ccc1=O is listed with Prostate diff: 5; VLA-4 antagonist: -1; VLA-4 agonist: -10; Autofluor Jurkat: 1.1

Next compounds.
SMILES | Prostate diff | VLA-4 antagonist | VLA-4 agonist | Autofluor Jurkat
COc1ccc(C)cc1NC(=O)c1nc2nc(C)cc(C)n2n1 | 19 | -14 | 8 | 1
CN(C)C(CN1C(=O)C2CC=CCC2C1=O)c1cn(C)c2ccccc12 (stereo not drawn) | 10 | 0 | 0 | 1.3
O=C(C1CCN(S(=O)(=O)N2CCOCC2)CC1)N1CCOCC1 | 6 | 12 | 9 | 1
CC(=O)c1c(C)[nH]c(C(=O)NCCCN2CCCC2)c1C | 12 | -6 | 1 | 0.97
COc1ccc(C2N(c3cc(Cl)ccc3OC)C(=O)C3CCCN32)cc1OC (stereo not drawn) | 1 | -15 | 7 | 1
COC(=O)C(Nc1nccs1)(OC)C(F)(F)F (stereo not drawn) | 8 | -25 | -2 | 1.3
CC(=O)OC1CSc2nc3ccccc3n2C1 (stereo not drawn) | 4 | -13 | -2 | 0.97
Cc1ccc(C2/C(=C(/O)c3cnn(-c4ccccc4)c3C)C(=O)C(=O)N2CCN2CCOCC2)o1 (stereo not drawn) | 14 | -2 | -2 | 0.99
CCOC(=O)c1ccc2c(c1)N(Cc1ccccc1C)C(=O)c1ccccc1S2=O (stereo not drawn) | 9 | 15 | -4 | 1.1
COc1ccc(CN2C(=O)c3ccccc3C2C(=O)NCC2CCCO2)c(OC)c1 (stereo not drawn) | 7 | -13 | 0 | 1.1
Cc1ccccc1-c1nc2ccccc2c(=O)n1C1CCS(=O)(=O)C1 (stereo not drawn) | 2 | -2 | 1 | 0.96
C=CCNC1=C(Cl)C(=O)N(c2ccccc2Cl)C1=O | 9 | -7 | 3 | 0.89
CCSc1nnc(NC(=O)CSc2nccn2-c2cc(C)cc(C)c2)s1 | 11 | -3 | 2 | 1
O=C1N(CN2CCC3(CC2)OCCO3)c2ccccc2C12OCCCO2 | 11 | -10 | 3 | 0.93
Cc1noc(C)c1COc1cccc(C(=O)Nc2ccc(C#N)cc2)c1 | 4 | -7 | -8 | 1.2
COc1cccc(-c2cc(C(=O)N3C(C)CCCC3C)no2)c1 (stereo not drawn) | 6 | 3 | -3 | 1.1
CCOC(=O)CCC(=O)c1c(C)oc2ccc(OC)cc12 | 9 | -20 | 2 | 1
c1csc(Cc2nc(-c3ccc(-n4cccc4)cc3)no2)c1 | 11 | -17 | 0 | 1
c1ccc(-c2noc(CSc3nnnn3-c3ccccc3)n2)cc1 | 9 | -19 | 10 | 0.97
CCC(=O)NCCNC(=O)c1c(SC)nsc1SC | 18 | -11 | 0 | 1
COc1cccc2sc(Nc3nc(-c4ccccn4)cs3)nc12 | 8 | ? | ? | 2.1
Cc1ccc(Cn2c(=S)[nH]c3ccc(N4CCOCC4)cc3c2=O)o1 | 8 | 3 | 2 | 1.1
Cc1ccc(S(=O)(=O)C2(C(=O)Nc3cccnc3)CC2)cc1 | 6 | -10 | 6 | 1
CCOc1cc(NC2CS(=O)(=O)CC2O)c(OCC)cc1NC(=O)c1ccccc1 (stereo not drawn) | 9 | -4 | -13 | 1.1
COc1ccc2c(c1)CCc1c(C(=O)N3CCCc4ccccc43)noc1-2 | 3 | 5 | -8 | 1

High-throughput results deposited in PubChem by NMMLSC.
